High-throughput results (PubChem BioAssay)
Cneo AK release: causes C. neoformans cell lysis; 360,000 tested, 0.2% active; lysis activity, % at 15 µM; adenylate kinase release luminescence, 4 h; normalised: neutral wells 0, clomiphene wells 100;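 active means mean lysis activity across replicates of at least 80%, whatever share of replicates individually reach that level; inactive means mean lysis activity below 80%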
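Test system: log-phase Cryptococcus neoformans yeast cells. Input: 5 × 10^6 yeast cells/mL. Medium: fresh YPD growth medium. Doses: single dose. Incubation: static 4 h at 37 °C with compound, 1 h detection. Measured by: luminescent adenylate kinase detection reagent. Read-out: signal increase indicating cell lysis. Benchmarks: Clomiphene.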
PglD DTNB: blocks C. jejuni PglD acetyltransferase activity; purified PglD enzyme, DTNB colorimetric CoA detection; inhibition, % at 12.5 µM; 360,000 tested, 0.098% active; AID 602405; in the data active means inhibition above about 16%, passing the limit was not always enough; further: strong numbers were not always called active
PGC1a acetyl inh: PGC1a acetylation modulation, inhibitor mode; U2OS PGC1a acetylation, AlphaScreen anti-acetyl-lysine; with virally co-expressed GCN5 acetyltransferase; inhibition, % at 15.6 µM; 350,000 tested, 0.17% active;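 active means every replicate shows inhibition of at least 40%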;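 further: 0% = neutral control wells and 100% = positive control wells; some results beyond the cut were filed as inactive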
PAX8 reporter: lowers PAX8-driven luciferase in RMG-I cells; 360,000 tested, 1.2% active; inhibition, % at 12.6 µM; RMG-I TPO-luciferase reporter, SteadyGlo, 24 h;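 active means mean replicate inhibition at least 60% with every replicate also reaching 60%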;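 further: luciferase light reporting Pax8 driven TPO promoter activity; plate controls were median of neutral control wells for no effect and mitoxantrone controls for full effect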
GSIS activator: GLuc luminescence reporter in INS-1E cells, primary screen for activators of glucose-dependent secretion of insulin. INS-1E GLuc reporter insulin secretion, 2-3 h. activation, % at 16.6 µM. 370,000 tested, 0.61% active;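 active means lowest replicate activation of at least 40%, so every replicate reaches that level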;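 further: 0% = median of neutral control wells and 100% = median of IBMX positive control wells; some compounds called inactive have numbers as strong as hits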
ARNT-TACC3 inh: disrupts binding between human ARNT and TACC3; Q9Y6A5; AlphaScreen His-ARNT PAS-B/GST-TACC3 binding, luminescence; TACC3 fragment carries E629A point mutation; inhibition, % at 9.99 µM; 390,000 tested, 0.66% active; AID 623870;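 active means mean inhibition of replicates at least 50% and at least half of replicates each reaching 50%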;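 further: 0% = complete ARNT plus TACC3 wells and 100% = ARNT alone without TACC3; many hits fall short of the cut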
Statin myotox sup: suppressors of simvastatin-induced myotoxicity in C2C12 myotubes; AID 602340; rescue of ATP level, % at 7.49 µM; ATP luminescence, 48 h; scaled: DMSO 0, geranylgeraniol control 100; 330,000 tested, 0.78% active;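 active means mean ATP rescue above about 67%, or every replicate alone reaching that limit, limit read from the data, passing the limit was not always enough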;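 further: myotubes were challenged with 10 µM simvastatin during compound exposure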
LGR2 antag: Drosophila LGR2 receptor signaling inhibition | HEK293 LGR2, CRE-luciferase, bursicon-stimulated, 4 h | inhibition, % at 9.99 µM | 380,000 tested, 0.35% active | AID 720647;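 active means drop in luminescence signal, shown as inhibition above about 50% in the replicate tests, limit read from the data, passing the limit was not always enough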;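 further: agonist challenge used bursicon conditioned medium at about half maximal strength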
* marks the source's active call; other numbers are inactive results; . = no result given.

entry | Structure | PAX8 reporter | PglD DTNB | ARNT-TACC3 inh | GSIS activator | PGC1a acetyl inh | LGR2 antag | Statin myotox sup | Cneo AK release
1 | COc1ccc(-c2c(C(C)=O)c(C)n(C)c2C)cc1 | 11 | 2 | 18 | -5 | -8 | 11 | . | 0
2 | N#C[C@H]1[C@H](c2ccccc2)[C@H](CO)N1C(=O)Cc1ccccc1 | 16 | -2 | -53 | -2 | -6 | -1 | 6 | -1
3 | C[C@@H]1CN([C@H](C)CO)C(=O)Cc2cc(NC(=O)Nc3ccc(F)cc3)ccc2O[C@H]1CN(C)S(=O)(=O)c1ccc(Cl)cc1 | 7 | -3 | -7 | -3 | 1 | -13 | 22 | -6
4 | COc1ccc(NC(=O)COc2ccc(/C=C/c3cccc[n+]3C)cc2OC)cc1 | -12 | 1 | -1 | 8 | . | 6 | 13 | -9
5 | c1ccc(OCCN2CCOCC2)cc1 | 14 | 0 | -6 | 12 | -6 | -26 | -5 | 5
6 | Cc1noc(C)c1NC(=O)Nc1ccc2c(c1)C(=O)N([C@H](C)CO)C[C@@H](C)[C@H](CN(C)S(=O)(=O)c1cccs1)OCCCC[C@H](C)O2 | -5 | 0 | -5 | -6 | . | -3 | 53 | -1
7 | COc1ccc(C(=O)Nc2nnc(C)s2)cc1S(=O)(=O)N1CCOCC1 | 3 | -3 | -9 | . | -19 | . | 0 | -1
8 | c1cc2c3c(cccc3c1)C(N1CCCCCC1)=N2 | -5 | 2 | 4 | 6 | -86 | . | 1 | -1
9 | CCn1c(SCc2nc3ccccc3s2)nnc1-c1ccccc1 | . | 6 | 2 | . | 2 | -55 | 29 | -2
10 | CN(C)CCC(O)c1ccccc1 (configuration not stated) | 10 | . | -6 | 8 | 3 | 9 | . | .
11 | CCOC(=O)c1ccc(NC(=S)Nc2cc(C)cc(C)n2)cc1 | -12 | . | -1 | 3 | . | 4 | . | .
12 | Cc1ccccc1NC(=O)N1C2CCC1CC(O)(c1cccnc1)C2 (configuration not stated) | . | 7 | -8 | 9 | 3 | -5 | -8 | 0
13 | CCOc1ccccc1N1CC(C(=O)Nc2cc(S(C)(=O)=O)ccc2Cl)CC1=O (configuration not stated) | -3 | 6 | -2 | 0 | . | 10 | -19 | 0
14 | Cc1c(C=O)c2ccccc2n1CC(=O)NCc1ccc2c(c1)OCO2 | 2 | . | 12 | 10 | . | 2 | . | .
15 | CCOc1cc(/C=C/C(=O)OCC(=O)NC2CCS(=O)(=O)C2)ccc1OCc1ccccc1 (configuration not stated) | -5 | . | 6 | -5 | 3 | 12 | . | .
16 | c1ccc2c(C[C@@H]3CNCCN3CCCCC3CCCCC3)cccc2c1 | -3 | 2 | -6 | . | 7 | . | -4 | 5
17 | Cc1cc(C)n(-c2cccc(F)n2)n1 | 3 | . | 7 | -11 | 0 | -18 | . | .
18 | Cc1ccc(S(=O)(=O)N[C@@H]2CC[C@H](CCn3cc(C4CCCC4)nn3)O[C@H]2CO)cc1 | 12 | 3 | -16 | 10 | -4 | -7 | 2 | -3
19 | C[C@H]1CN([C@@H](C)CO)C(=O)Cc2cc(NC(=O)NC3CCCCC3)ccc2O[C@H]1CN(C)S(=O)(=O)c1cccs1 | 11 | 2 | . | -17 | -4 | 1 | -8 | -1
20 | C[C@@H]1CCCCO[C@@H](CN(C)S(C)(=O)=O)[C@@H](C)CN([C@H](C)CO)C(=O)c2cc(NC(=O)C3CCCCC3)ccc2O1 | -6 | -3 | 2 | 22 | 2 | 9 | 0 | 1
21 | Cc1cccc(C)c1NC(=O)CCS(=O)(=O)c1cccc2nsnc12 | 15 | 3 | 4 | . | . | . | . | -2
22 | FC(F)(F)c1cccc(OCCN2CCN(Cc3ccccc3)CC2)c1 | -8 | -3 | 1 | -10 | -1 | 5 | . | 0
23 | C=CCOc1ccccc1C(=O)/C=C1/C(=O)Nc2ccccc21 | 0 | -4 | 12 | -27 | -36 | 7 | 42 | 1
24 | COc1ccc(C(=O)Nc2ccc(NC(=O)c3ccco3)c(Cl)c2)cc1OC | . | 0 | -11 | . | -4 | . | 6 | 3
25 | COc1ccc2c3c([nH]c2c1)[C@@H](CO)N(CC1CC1)CC31CN(S(=O)(=O)c2cccc(F)c2)C1 | 24 | . | . | 6 | -5 | -3 | . | .
26 | O=C(c1cccc(Oc2ccccc2)c1)N1CCOCC1 | -12 | 2 | -13 | 14 | -1 | -13 | -4 | 1
27 | C[C@@H]1CN([C@H](C)CO)C(=O)c2cccc(NS(=O)(=O)c3ccc(Cl)cc3)c2O[C@H]1CN(C)Cc1ccccc1 | 1 | -2 | -10 | 6 | 3 | 10 | 27 | 3
28 | C=CCNC(=O)c1ccccc1NS(=O)(=O)c1ccc(OC)c(C(=O)N2CCOCC2)c1 | -5 | 1 | -1 | 6 | . | -12 | 5 | -4
29 | COc1ccc(Nc2nc(N)c([N+](=O)[O-])c(NC3CCCCC3)n2)cc1 | 20 | -9 | 7 | 25 | . | -29 | -3 | 0
30 | Cc1cc(CNC(=O)c2ccc(C)c([N+](=O)[O-])c2)c2ccccc2n1 | 13 | . | 4 | -7 | 5 | 21 | . | .

Another view of 12 compounds above.
Screens in order – PAX8 reporter, PglD DTNB, ARNT-TACC3 inh, GSIS activator, PGC1a acetyl inh, LGR2 antag, Statin myotox sup, Cneo AK release
#19 C[C@H]1CN([C@@H](C)CO)C(=O)Cc2cc(NC(=O)NC3CCCCC3)ccc2O[C@H]1CN(C)S(=O)(=O)c1cccs1
  11, 2, ., -17, -4, 1, -8, -1
#20 C[C@@H]1CCCCO[C@@H](CN(C)S(C)(=O)=O)[C@@H](C)CN([C@H](C)CO)C(=O)c2cc(NC(=O)C3CCCCC3)ccc2O1
  -6, -3, 2, 22, 2, 9, 0, 1
#21 Cc1cccc(C)c1NC(=O)CCS(=O)(=O)c1cccc2nsnc12
  15, 3, 4, ., ., ., ., -2
#22 FC(F)(F)c1cccc(OCCN2CCN(Cc3ccccc3)CC2)c1
  -8, -3, 1, -10, -1, 5, ., 0
#23 C=CCOc1ccccc1C(=O)/C=C1/C(=O)Nc2ccccc21
  0, -4, 12, -27, -36, 7, 42, 1
#24 COc1ccc(C(=O)Nc2ccc(NC(=O)c3ccco3)c(Cl)c2)cc1OC
  ., 0, -11, ., -4, ., 6, 3
#25 COc1ccc2c3c([nH]c2c1)[C@@H](CO)N(CC1CC1)CC31CN(S(=O)(=O)c2cccc(F)c2)C1
  24, ., ., 6, -5, -3, ., .
#26 O=C(c1cccc(Oc2ccccc2)c1)N1CCOCC1
  -12, 2, -13, 14, -1, -13, -4, 1
#27 C[C@@H]1CN([C@H](C)CO)C(=O)c2cccc(NS(=O)(=O)c3ccc(Cl)cc3)c2O[C@H]1CN(C)Cc1ccccc1
  1, -2, -10, 6, 3, 10, 27, 3
#28 C=CCNC(=O)c1ccccc1NS(=O)(=O)c1ccc(OC)c(C(=O)N2CCOCC2)c1
  -5, 1, -1, 6, ., -12, 5, -4
#29 COc1ccc(Nc2nc(N)c([N+](=O)[O-])c(NC3CCCCC3)n2)cc1
  20, -9, 7, 25, ., -29, -3, 0
#30 Cc1cc(CNC(=O)c2ccc(C)c([N+](=O)[O-])c2)c2ccccc2n1
  13, ., 4, -7, 5, 21, ., .

(more compounds)
entry | Structure | PAX8 reporter | PglD DTNB | ARNT-TACC3 inh | GSIS activator | PGC1a acetyl inh | LGR2 antag | Statin myotox sup | Cneo AK release
31 | Nc1nonc1N/N=C/c1c(O)ccc2ccccc12 | -1 | . | -1 | -27 | -1 | -26 | . | .
32 | Cc1ccccc1S(=O)(=O)N1CC(=O)N2[C@@H](CO)[C@@H](c3ccc(C#CCC4CCCC4)cc3)[C@@H]2C1 | -10 | . | . | -17 | 5 | 3 | . | .
33 | Cc1cn([C@H]2C[C@H](O)[C@@H](/C=C/C(=O)NCC(c3ccccc3)c3ccccc3)O2)c(=O)[nH]c1=O | 35 | -1 | . | 4 | -1 | -6 | 5 | 0
34 | C#CC[N+]1(CC#Cc2cccc(C)c2)CCCCC1 | 25 | . | -3 | -7 | -10 | -7 | -83 | .
